Screening data as filed in PubChem BioAssay.
RXFP1 antagonist = RXFP1 (human) relaxin receptor antagonism. Q9HBX9. HEK293-RXFP1, relaxin-stimulated cAMP HTRF, 30 min; hits give low values. activity change, negative = inhibition, % at 57.5 µM. 0.59% of 350,000 active;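 active = activity change of -60% or lower, but not beyond a set lower limit; inconclusive = change between -60% and -40%, or beyond the set limit; inactive = change above -40%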
Target sequence (Q9HBX9 whole entry, looked up): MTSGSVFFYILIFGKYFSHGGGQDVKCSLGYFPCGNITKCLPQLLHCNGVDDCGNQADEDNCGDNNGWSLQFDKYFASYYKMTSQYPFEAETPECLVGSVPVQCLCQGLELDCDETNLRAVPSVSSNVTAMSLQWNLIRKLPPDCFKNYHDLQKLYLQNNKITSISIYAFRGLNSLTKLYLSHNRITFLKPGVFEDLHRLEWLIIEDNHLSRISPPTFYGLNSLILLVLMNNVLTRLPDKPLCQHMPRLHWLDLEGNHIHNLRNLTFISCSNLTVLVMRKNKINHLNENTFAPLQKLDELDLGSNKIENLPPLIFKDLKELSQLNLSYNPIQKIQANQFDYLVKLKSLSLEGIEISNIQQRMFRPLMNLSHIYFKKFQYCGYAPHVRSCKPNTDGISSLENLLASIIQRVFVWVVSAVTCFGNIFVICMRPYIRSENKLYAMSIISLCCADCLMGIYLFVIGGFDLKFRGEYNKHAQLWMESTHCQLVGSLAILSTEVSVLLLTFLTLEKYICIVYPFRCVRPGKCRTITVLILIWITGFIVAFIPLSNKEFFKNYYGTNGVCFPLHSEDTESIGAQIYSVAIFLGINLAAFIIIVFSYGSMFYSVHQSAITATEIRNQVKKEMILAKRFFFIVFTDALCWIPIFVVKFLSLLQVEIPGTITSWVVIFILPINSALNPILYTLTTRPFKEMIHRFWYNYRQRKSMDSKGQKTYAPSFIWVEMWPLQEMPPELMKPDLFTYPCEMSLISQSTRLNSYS
Starred values were filed as active, the others as inactive; u = inconclusive; & = joins results of further samples. % is set by controls: 0 for no effect and ±100 for the full control effect. An excerpt, so the mix of outcomes need not match the whole.

SMILES	RXFP1 antagonist
Cc1ccc(S(=O)(=O)N2CCC[C@H]2C(=O)Nc2ccccc2Cl)cc1	0.6
Cc1cc(C(=O)OCC(=O)Nc2ccccc2C(F)(F)F)on1	2.4
O=[N+]([O-])c1ccccc1Nc1cccc(F)c1	5.7
Cc1nc(C)c(-c2csc(Nc3ccc(Cl)cn3)n2)s1	-3.5
COc1ccccc1Oc1c(NS(=O)(=O)c2ccc(C(C)(C)C)cc2)nc(-c2ncccn2)nc1OCCO	-26.5
Cc1ccc(S(=O)(=O)N2CCN(C(=O)CN3C(=O)NC(C)(c4ccc5ccccc5c4)C3=O)CC2)cc1 (stereo not drawn)	0.5
NS(=O)(=O)c1ccc(NC(=O)COC(=O)c2ncc(Cl)c(Cl)c2Cl)cc1	10.6
COc1cccc(CN(C)C(=O)CCC(=O)c2cc(Br)ccc2OC)c1	2.6
CN1C2=C(C(=O)CC(C)(C)C2)C(c2cccs2)C2=C1CC(C)(C)CC2=O	2.2
Cc1ccc(-c2ccc(CN3C(C(C)C)C(=O)N(Cc4cn(Cc5ccco5)nn4)CCS3(=O)=O)cc2)cc1 (stereo not drawn)	-19.9

Among those listed so far, 4 contain four or more nitrogen atoms.
SMILES	RXFP1 antagonist
Cc1nc(C)c(-c2csc(Nc3ccc(Cl)cn3)n2)s1	-3.5
COc1ccccc1Oc1c(NS(=O)(=O)c2ccc(C(C)(C)C)cc2)nc(-c2ncccn2)nc1OCCO	-26.5
Cc1ccc(S(=O)(=O)N2CCN(C(=O)CN3C(=O)NC(C)(c4ccc5ccccc5c4)C3=O)CC2)cc1 (stereo not drawn)	0.5
Cc1ccc(-c2ccc(CN3C(C(C)C)C(=O)N(Cc4cn(Cc5ccco5)nn4)CCS3(=O)=O)cc2)cc1 (stereo not drawn)	-19.9

(listing goes on)
SMILES	RXFP1 antagonist
CCOc1ccc(OCC)c(NC(=O)C2C3C=CC(O3)C2C(=O)O)c1 (stereo not drawn)	4.4
COCC1CCN(C(=O)c2ccc3oc(CCc4ccccc4)nc3c2)C1 (stereo not drawn)	-0.9
Cc1nnc(SC(C)C(=O)NC2CCCCC2)[nH]c1=O (stereo not drawn)	-3.0
Cc1oc2ccc(O)cc2c1C(=O)c1ccc(Br)cc1	-5.4
Cc1ccc(C)c(NC(=S)NC(=O)c2cncc(Br)c2)c1	-18.6
O=C1Nc2cccc3c2N(CCC3)C2=C1CCC2	5.7
O=C(Cn1nc(C(=O)O)c2ccccc2c1=O)Nc1cc(S(=O)(=O)N2CCOCC2)ccc1Cl	-4.1
O=C(NN=Cc1ccc(O)cc1)c1ccccc1NS(=O)(=O)c1cccs1	4.0
Cc1ccc([C@H]2C[C@@H](n3cc(COC(=O)c4ccccc4)nn3)[C@H](O)CN2C(=O)c2cccs2)cc1	-10.5
COCCN(CC(=O)Nc1cccc(C)c1C)C(=O)C1(c2ccc(Cl)cc2)CCC1	0.7
O=C(C=Cc1ccc2c(c1)OCO2)C1CC1	-1.6
COc1ccc(S(=O)(=O)N2CCOCC2)cc1NC(=O)C1CCN(S(=O)(=O)c2ccc(Cl)cc2)CC1	-7.6
O=C(Nc1cc(Cl)ccc1N1CCOCC1)c1ccc(=O)[nH]c1	0.8
CC(C)(C)c1ccc(C(=O)NNC(=O)CCc2ccccc2)cc1	-16.2
O=C(CCc1ccccc1)NNC(=O)c1ccncc1	7.5
COc1cc(C(C)=O)ccc1OC(=O)N1CCOCC1	2.3
Cc1onc(-c2ccccc2)c1C(=O)N1CCN(c2ccc([N+](=O)[O-])cc2)CC1	-7.6
C(=Cc1c[nH]c2ccccc12)c1ccc2ccccc2n1	-20.1
N#CC(c1ccccc1)C(CC(=O)c1ccccc1)c1ccccc1 (stereo not drawn)	10.5
Cc1ccc(S(=O)(=O)N2CCN(S(C)(=O)=O)CC2)cc1	-2.5
CC(=O)c1ccccc1NC(=O)COC(=O)CCC1CCCC1	2.3
COc1ccc(C(CNC(=O)c2ccc(C)c(S(=O)(=O)N3CCOCC3)c2)N2CCCC2)cc1 (stereo not drawn)	-1.7
Cc1cc(Nc2ccccc2C(=O)O)n2ncnc2n1	3.0
C[C@@H]1CN([C@@H](C)CO)C(=O)c2c(c3ccccc3n2C)-c2ccccc2CO[C@H]1CN(C)C(=O)C1CC1	-6.1
C=CCN(c1ccccc1OC)S(=O)(=O)c1ccc(Cl)c(C(=O)NCc2ccco2)c1	2.1
COc1ccc2c(c1)CCCC2=O	1.2&-13.0
CC12CCC(=O)C=C1CCC1C2C(O)CC2(C)C1CCC21OCC1=O (stereo not drawn)	-2.9
O=C(O)c1cc(N2C(=O)C=CC2=O)cc(N2C(=O)C=CC2=O)c1	16.5
CC(C)C1C(=O)N(Cc2cn(CC3CCCCC3)nn2)CCS(=O)(=O)N1Cc1ccc(-c2ccc(F)nc2)cc1 (stereo not drawn)	0.2
O=C(Nc1ccc(Cl)cc1F)c1ccc2c(c1)C(=O)N(Cc1ccncc1)C2=O	-24.8
CCOC(=O)c1cc(N2CCCCC2)nc2ccccc12	-25.7
CC1CCCCN1C(=O)COC(=O)c1ccc(N2CCCC2=O)cc1 (stereo not drawn)	0.6
COC(=O)C[C@H]1C[C@H]2c3cc(NS(=O)(=O)c4ccc(OC)cc4)ccc3O[C@H]2[C@H](CO)O1	-2.1
COCC(=O)N1C[C@H]2CON(C)[C@H]2C[C@H]1c1cccc(-c2ccccc2)c1	1.9
COc1cc(C(=O)NNC(=O)CCOc2ccccc2)cc(OC)c1OC	-4.3
COc1cccc(C(=O)Nc2cc(S(=O)(=O)N3CCOCC3)ccc2N2CCOCC2)c1	-0.8
CCN(CC)C(=O)C1=C(C)N(CCC2=CCCCC2)C(=O)C(CC(=O)NCCCN(C)C)C1 (stereo not drawn)	2.9
O=S(=O)(c1ccc(NC(=S)N2CCCCC2CO)cc1)N1CCOCC1 (stereo not drawn)	6.1
Cc1ccc(NC(=O)COc2ccccc2)cc1S(=O)(=O)N1CCCCC1	3.2
CC(=O)C1N=NCC1c1ccccc1 (stereo not drawn)	-11.4
CNc1ccc(C=C2C=Cc3ccccc32)cc1	-13.1
C[C@H](CO)N1C[C@H](C)[C@@H](CN(C)S(=O)(=O)c2ccccc2)OCc2cn(nn2)CCCC1=O	9.2
C=CCN1C(=O)/C(=C/N(C)C)S/C1=N\S(=O)(=O)c1cccs1	2.3
O=S(=O)(NC1CCCCCCC1)c1ccc(F)cc1	1.4
CC(=NNC(=S)N1CCCCC1)c1cccc(C)n1	3.8
CC1CCc2sc3c(c2C1)c1ncnn1c(=O)n3CC(=O)c1ccc(Br)cc1 (stereo not drawn)	-6.0
Cn1c(SCC(=O)NC2CCCCC2)nc2c(c1=O)SCC2	-9.6
Cc1ccc(NC(=O)CCCN2C(=O)C(c3ccccc3)Oc3cccnc32)c(C)c1 (stereo not drawn)	-0.1
Cc1cc2c(cc1C)C(=O)C(=O)N2	3.9
CCOc1ccc(C2C3=C(CC(C)(C)CC3=O)N(CCCOC)C3=C2C(=O)CC(C)(C)C3)cc1OC	7.2

(listing goes on)
SMILES	RXFP1 antagonist
CCN(c1ccccc1)S(=O)(=O)c1cccc(C(=O)Nc2cccc(C)n2)c1	-4.5
Cc1ccc(S(=O)(=O)N(C)CCN(C)S(=O)(=O)c2ccc(C)cc2)cc1	-1.2
CC(C)CC1C(=O)N(Cc2cn(CCC3OCCCO3)nn2)CCS(=O)(=O)N1Cc1ccc(-c2cccc(N(C)C)c2)cc1 (stereo not drawn)	-6.8
COc1ccc(NC(=O)CCCNC(=O)c2ccc(Cl)cc2)cc1S(=O)(=O)N1CCCCC1	4.5
Cc1ccc(C(=O)Nc2cccc3ccccc23)o1	-13.5
COc1ccccc1CN(C)C[C@@H]1OCc2cnnn2CCCC(=O)N([C@H](C)CO)C[C@H]1C	9.9
O=C1CC(c2ccccc2)=NN1c1ccccc1	-12.9
CC(=O)OC[C@H]1O[C@@](COC(C)=O)(O[C@H]2O[C@H](COC(C)=O)[C@@H](OC(C)=O)[C@H](OC(C)=O)[C@H]2OC(C)=O)[C@@H](OC(C)=O)[C@@H]1OC(C)=O	-6.0
O=c1ccc(S(=O)(=O)N2CCCC2)c[nH]1	12.2
O=C(CSc1nc(C2CC2)nc2ccccc12)N1CCc2ccccc21	11.1
CC(=O)Nc1c(Cl)cnn(-c2ccccc2)c1=O	5.0
CCN(C(=O)COC(=O)CCC(=O)c1ccc(C)cc1)c1c(N)n(Cc2ccccc2)c(=O)[nH]c1=O	-1.7
CC(=O)Oc1ccc(C(=O)Nn2cnnc2)cc1	-3.3
CCCCCCCCCCOc1cc2c(=O)c(C(=O)OCC)c[nH]c2cc1OCC	2.0
N#Cc1ccccc1S(=O)(=O)N1CCN(C(=O)C2CCCCC2)CC1	6.7
Cc1cc(C)cc(NC(=S)NCc2ccc3c(c2)OCO3)c1	-15.5
CC(C)CN(C(=O)CSc1nnc(-c2cccs2)n1C1CC1)C1CCS(=O)(=O)C1 (stereo not drawn)	2.6
FC(F)(F)C(Cl)Br (stereo not drawn)	18.1
CCC1(C2=CCCCC2)C(=O)NC(=O)N=C1N (stereo not drawn)	1.3
CN(c1ccccc1)c1ccc(/C=C(/CCC(=O)O)c2nc3ccccc3s2)cc1[N+](=O)[O-]	-3.0
COc1ccc(C(C#N)=Cc2ccc(OC)c(OC)c2)cc1	2.8
CC(=O)Nc1cccc(NS(=O)(=O)c2ccc3c(c2)CCC(=O)N3)c1	11.3
CC(=O)c1c(C)[nH]c(C(=O)NCc2ccc(Cl)cc2)c1C	4.2
O=C(COc1ccccc1F)NNC(=O)c1cc(Br)ccc1Cl	-4.2
CCOC(=O)C1CN(C(=O)OCC)CC1=NNC(N)=O (stereo not drawn)	-11.5
O=C(O)c1cccc(NC(=S)NC(=O)c2cncc(Br)c2)c1	-5.3
O=C(Cn1sc2ccccc2c1=O)Nc1ccc(Br)cc1	-15.7
COc1ccc(-n2ncc3c(SCC(=O)OC(C)C)ncnc32)cc1	1.2
O=C(CN1C(=O)NC2(CCCCC2)C1=O)Nc1ccc(N2CCCCC2)cc1	u
CC(C)COc1cccc(C(=O)N(C)CC(=O)Nc2cccc3ccccc23)c1	-7.4
COc1ccc(CCNC(=O)CCOc2ccc(C(C)(C)C)cc2)cc1OC	-23.1
CCCCCC(=O)N1C[C@H](n2cc(C3CC3)nn2)[C@@H](O)C[C@@H]1c1ccccc1	-4.3
Nc1nc(=S)c2ncn(C3CCCCC3)c2[nH]1	9.4
O=C(CSC(=S)N1CCCC1)N/N=C/c1c(O)[nH]c(=S)[nH]c1=O	-8.6
NN=C1C(=O)c2cccc3cccc1c23	-7.2
N#Cc1ccsc1NC(=O)c1ccc2ncsc2c1	-4.1
Clc1cccc(N2CCN(CCCN3CCN(c4ccccc4)CC3)CC2)c1	-18.6
O=C(/C=C/c1ccc([N+](=O)[O-])cc1)OCC(=O)N1CCCC1	5.0
Cc1cnc(C(=O)OCC(=O)Nc2ccccc2[N+](=O)[O-])cn1	-8.0
Cc1onc(-c2ccccc2)c1NC(=O)OC(C)c1cccnc1 (stereo not drawn)	15.0
Cn1cnnc1SCC(=O)NCCC1=CCCCC1	0.8
CCC(CCNC(=O)c1ccccc1)(CCNC(=O)c1ccccc1)[N+](=O)[O-]	-8.2
COc1ccc(/C=C2/CCC(CN3CCOCC3)C2=O)cc1 (stereo not drawn)	u
O=C(Nc1ccc(NC(=S)NC(=O)C(c2ccccc2)c2ccccc2)cc1)c1ccccc1	-6.2
NC1=NN(c2c(Cl)cc(Cl)cc2Cl)C(=O)C1	-10.5
CCOc1ccc(C(C)NC(=O)C2CCN(S(=O)(=O)c3ccc(OC)cc3)CC2)cc1OCC (stereo not drawn)	3.3
Cc1noc(C)c1COc1ccc(C(=O)N2CCN(S(=O)(=O)c3cccc(F)c3)CC2)cc1	4.7
Nc1ccn(CCCNC2CCN(Cc3ccccc3)CC2)c(=O)n1	3.2
Clc1nccc(N2CCN(c3ccccc3Cl)CC2)n1	-8.9
CC(C)NC(=O)c1ccc(C=O)cc1	15.3

Later entries
SMILES	RXFP1 antagonist
COc1ccc(-c2cc(C(=O)N(C)Cc3nc4ccccc4c(=O)[nH]3)c3ccccc3n2)cc1OC	1.0
Cc1ccc(CNC(=O)CSc2nnc(CNC(=O)c3ccc(F)cc3)o2)cc1	-2.6
O=C(c1ccccc1)N(C(=O)c1ccccc1)c1ccccc1	-15.0
O=C(CSc1nc2ccccc2c(=O)n1CCCN1CCOCC1)Nc1ccc(Br)cc1	-12.6
O=C(Cc1ccccc1)OCC(=O)c1cccc([N+](=O)[O-])c1	-3.5
CCCCN(C(=O)C1CC(=O)N(CCc2ccc(OC)c(OC)c2)C1)c1c(N)n(CC(C)C)c(=O)[nH]c1=O (stereo not drawn)	4.1
COc1ccc(NC(=O)CN2C(=O)C3CC=CCC3C2=O)cc1Cl (stereo not drawn)	6.0
O=c1c2cc([N+](=O)[O-])ccc2sn1-c1ccccc1	4.8
O=C1CC(=C2c3ccccc3-c3ccccc32)C(=O)N1CCN1CCN(c2cccc(Cl)c2)CC1	-8.5
COc1ccc2c(=O)c3c(=O)n(Cc4ccccc4)c(C(C)C)nc3oc2c1	-9.6
O=C(COC(=O)C12CC3CC(CC(C3)C1)C2)NNC(=O)c1ccccc1	-13.6
CN(N=O)C(=O)N[C@@H]1[C@@H](O)[C@H](O)[C@@H](CO)O[C@@H]1O	8.1
Cc1ccccc1CN(C)C(=O)COC(=O)c1ccc2[nH]c(C)c(C)c2c1	0.6
C[C@@H]1CN([C@@H](C)CO)C(=O)CCCn2nncc2CO[C@H]1CN(C)C(=O)Cc1ccccc1	3.8
CC(C)Oc1ccc(S(=O)(=O)N2CCOCC2)cc1NC(=O)c1cccc(S(=O)(=O)N2CCCC2)c1	-1.2
Cc1ccc(NC(=O)COC(=O)C2=NNC(=O)CC2)c(Br)c1	8.0
CC1(c2ccccc2)NC(=O)N(CC(=O)Nc2ccc3c(c2)CCC3)C1=O (stereo not drawn)	0.6

Exported as labelled records: entries from further up
C[C@@H]1CN([C@@H](C)CO)C(=O)CCCn2nncc2CO[C@H]1CN(C)C(=O)Cc1ccccc1
  RXFP1 antagonist: 3.8
CC(C)Oc1ccc(S(=O)(=O)N2CCOCC2)cc1NC(=O)c1cccc(S(=O)(=O)N2CCCC2)c1
  RXFP1 antagonist: -1.2
Cc1ccc(NC(=O)COC(=O)C2=NNC(=O)CC2)c(Br)c1
  RXFP1 antagonist: 8.0
CC1(c2ccccc2)NC(=O)N(CC(=O)Nc2ccc3c(c2)CCC3)C1=O (stereo not drawn)
  RXFP1 antagonist: 0.6
